VEEV TC-83 Vero: inhibitors of VEEV TC-83 cytopathic effect, confirmation, Vero cells (AID 588727) | Vero cells, VEEV TC-83 cytopathic effect inhibition; higher % means a stronger effect | 350,000 compounds, 0.13% hits | inhibition, % at 20 µM, or IC50 in µM where a hit was titrated; in the data active = a potency from the dose series; inconclusive = inhibition mostly from about 14% at the one dose, without a potency; inactive = the rest, 99 in 100 with inhibition below about 12%; note: strong numbers were not always called active
Salmonella PhoP GFP: PhoP regulon inhibitors, Salmonella typhi PhoP promoter GFP reporter, confirmatory (AID 1850). inhibition, % at 50 µM; hits with a dose series show IC50 in µM. Salmonella Typhi PhoP-promoter GFP reporter, fluorescence, 4 h; higher % means a stronger effect. 310,000 compounds, 0.33% hits; in the data active = a potency from the dose series; inconclusive = inhibition mostly from about 25% at the one dose, without a potency; inactive = the rest, 99 in 100 with inhibition below about 19%;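 note: 0% = induced wells with vehicle and 100% = uninduced wells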
tuberculosis growth: growth inhibition of non-replicating M. tuberculosis (AID 488890) | Mycobacterium tuberculosis non-replicating, growth inhibition; higher % means a stronger effect | one-dose inhibition, % at 25 µM; IC50 in µM for titrated hits | 320,000 compounds, 0.39% hits; in the data active = a potency from the dose series; inconclusive = inhibition mostly from about 82% at the one dose, without a potency; inactive = the rest, 99 in 100 with inhibition below about 76%;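 note: plate controls were DMSO cells for no effect and high antibiotic wells for full effect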
H1N1 NS1A inhibition: NS1A inhibition, H1N1 influenza, cell based functional assay (AID 504329). NS1A functional cell-based assay, percent inhibition; higher % means a stronger effect. inhibition, % at 12.5 µM, or IC50 in µM where a hit was titrated. 340,000 compounds, 0.3% hits; in the data active = a potency from the dose series; inconclusive = inhibition above about 27% without an active follow-up result; note: strong numbers were not always called active
H37Rv inhibition: M. tuberculosis growth inhibition, HTS (AID 449762). M. tuberculosis H37Rv growth inhibition, 7H9 media; higher % means a stronger effect. inhibition, % at 25 µM, or IC50 in µM where a hit was titrated. 330,000 compounds, 0.59% hits; in the data active = a potency from the dose series; inconclusive = inhibition above about 70% without an active follow-up result;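 note: bacterial growth assessed after seven days of incubation; strong numbers were not always called active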
VEEV TC-83 Vero 10K pilot screen: further read-out of VEEV TC-83 Vero, marked with its call; inhibition, %; measured here: 10K pilot screen inhibition
* hit, by the source's call; i = inactive; ? = inconclusive; . = no result given.

SMILES | VEEV TC-83 Vero | Salmonella PhoP GFP | tuberculosis growth | H1N1 NS1A inhibition | H37Rv inhibition | others
Cc1nn(CC(=O)NCc2cccc(F)c2)c(=O)c2cccn12 | 2.0% | -7% | -12% | -2% | 5%
CN1CCC(N(C)C(=O)COc2ccc(S(=O)(=O)N3CCOCC3)cc2)CC1 | i | -4% | -5% | -12% | -6%
CC12COC3(C(=O)Nc4ccc5ccccc5c4)CC1CCC32C (configuration not stated) | 1.1% | -6% | 55% | -5% | 10%
O=C(NNc1cccc(Cl)n1)Nc1cccc(C(F)(F)F)c1 | i | -7% | 4% | 8% | -3%
COc1cc(SC)ccc1C(=O)OCC(=O)N1CCN(C(C)=O)CC1 | 0.9% | 3% | -3% | -13% | 6%
O=C1/C(=C/c2cccnc2)Oc2cc(OS(=O)(=O)c3ccc(F)cc3)ccc21 | 0.9% | -3% | 5% | 11% | 60%
COc1ccccc1N1CCN(C(=O)CSc2nc(-c3ccccc3)cc(=O)[nH]2)CC1 | 8.3% | -6% | 7% | 1% | -2%
CCn1c(C)c(C)c2cc(C(=O)N3CCc4ccccc4C3)ccc21 | 0.3% | 2% | 40% | 4% | 52%
O=c1c2c3c(sc2nc2n1CCCCC2)CCC3 | 5.2% | -3% | 3% | -5% | -3%
Cn1c(SCC(=O)c2ccccc2)nnc1C1CC1 | 0.4% | 4% | 0% | 9% | -1%
O=C(Oc1cccc(N2C(=O)CCC2=O)c1)C1CC(=O)N(c2ccc(F)cc2)C1 (configuration not stated) | 0.7% | 7% | 1% | 0% | 2%
Cc1ccccc1-c1cccc([C@@H]2C[C@H]3[C@H](CON3C)CN2C(=O)C(C)(C)C)c1 | i | . | . | 18% | .
COc1ccccc1NC(=O)Nc1ccc2c(c1)nnn2C | 2.9% | 9% | -9% | 2% | -6%
C=CCN(CC=C)CCOc1cccc(Oc2ccccc2)c1 | i | -7% | ? | -6% | 62%
CCCCn1nc(NC(=O)CC(C)C)c2cc3cc(OC)ccc3nc21 | 1.8% | -4% | -3% | -14% | 12%
COc1cccc(N2C(=O)CC(N3CCN(C(=O)c4ccco4)CC3)C2=O)c1 (configuration not stated) | i | 0% | -14% | 12% | -14%
CSc1ncc(C(=O)Nc2ccccc2F)c(-c2ccccc2)n1 | i | 1% | -12% | 14% | 2%
Cc1ccc(Oc2ncccc2COC(=O)Nc2ccccc2C)cc1 | 4.4% | 4% | -2% | . | 2%
CCOc1cccc(C(=O)Nc2ccc(N3CCCC3)cc2)c1 | 1.0% | 4% | 52% | 9% | 11%
O=C(c1ccc(CS(=O)c2ccccc2Cl)o1)N1CCN(c2ccccc2)CC1 (configuration not stated) | 12% | -8% | 37% | 6% | 0%
CC(Nc1oc(-c2ccco2)nc1C#N)c1ccccc1 (configuration not stated) | 4.5% | -3% | 13% | -8% | -4%
NC(=O)C1(N2CCCCC2)CCN(CC(=O)Nc2cc(Cl)ccc2Cl)CC1 | i | 6% | 8% | 10% | 1%
COc1ccccc1N1CCN(c2ncnc3nc[nH]c23)CC1 | 9.7% | 12% | . | 5% | -1%
O=C(COC(=O)c1cccnc1Cl)NCc1cccs1 | 1.1% | -6% | 1% | -5% | 1%
CNc1nnc(-c2ccc(OC)cc2)s1 | 0.1% | 2% | 19% | -3% | 0%
COc1ccc(C(=O)COC(=O)CCNS(=O)(=O)c2ccccc2)c(OC)c1 | 2.0% | 3% | -14% | -11% | -3%
COc1cc(-c2nc(C(=O)NC3CCN(Cc4ccccc4)CC3)cc3c2[nH]c2ccccc23)cc(OC)c1OC | 7.7% | 7% | 72% | 0% | ?
Cc1ccc(N2C(=O)c3ccc(N)cc3C2=O)cc1 | 4.0% | -1% | -3% | -3% | -2%
O=C(CN1C2=NCCN2c2ccccc21)C12CC3CC(CC(C3)C1)C2 | 1.2% | 17% | 23% | -1% | 5%
O=C(O)c1ccccc1-n1ncc2c1/C(=C/c1ccc(Cl)cc1)CC2 | . | 5% | 33% | . | -2%
COc1ccc(/C=C/C(=O)NCc2ccccn2)cc1 | 0.6% | 9% | 56% | -3% | -5%
CCCCn1c(SCC(=O)NCCOC)nc2ccc(N3CCOCC3)cc2c1=O | 1.9% | -17% | 0% | -18% | -11%
CC(Sc1ccc(Cl)cc1)C(=O)Nc1ccccc1-c1ccccc1 (configuration not stated) | 0.1% | -5% | 43% | 7% | 5%
Cc1cc(C)n(CC(O)COc2cccc(OCC(O)Cn3nc(C)cc3C)c2)n1 (configuration not stated) | 0.0% | 5% | 12% | -2% | 4%
O=C(NC(Cc1ccccc1)C(=O)O)c1ccc(S(=O)(=O)N2CCCC2)cc1 (configuration not stated) | 2.2% | -9% | -8% | -16% | -3%
CN(C)C(=O)c1ccc(Nc2nnc(-c3ccc(O)cc3)c3ccccc23)cc1 | 5.4% | -19% | 0% | -5% | 13%
COc1ccccc1CCNC(=O)c1ccc(NC(=O)CC2SC(N3CCCC3)=NC2=O)cc1 (configuration not stated) | 1.6% | 3% | 6% | -1% | -1%
C=CCn1c(-c2ccc(C)cc2)nc2ccccc21 | i | 1% | 54% | 4% | 4%
CCN1CCc2nc(NC(=O)Cc3ccc4c(c3)OCCO4)sc2C1 | i | -7% | 42% | 3% | -18%
C[C@H](CO)N1C[C@H](C)[C@@H](CN(C)CC2CC2)Oc2c(NS(=O)(=O)c3ccc(F)cc3)cccc2C1=O | i | . | -2% | 4% | -3%
C=CCNC(=S)NNC(=O)c1csc(CC)c1 | 0.6% | 2% | 10% | -5% | -5%
CCOc1ncccc1C(=O)NCc1ccccc1 | . | -13% | -3% | . | 0%
CC(C)N(C(=O)Cn1c(Cl)nc2ccccc21)C(C)C | i | 18% | -4% | 1% | -4%
Cn1nnnc1SCc1cc(=O)n2ccsc2n1 | 0.3% | -6% | -19% | -8% | -1%
CC(C)(C)NC(=O)Cn1nnc(-c2ccccc2Cl)n1 | 1.2% | 2% | -14% | -9% | 3%
Cc1ccc(C(c2sc3ncnn3c2O)N2CC(C)CC(C)C2)cc1 (configuration not stated) | 4.8% | 2% | 9% | -1% | 0%
COc1ccc(N(C(=O)C2CSC(=O)C2)C(C(=O)NC(C)(C)C)c2ccncc2)cc1 (configuration not stated) | i | 3% | 2% | 0% | -2%
N/C(=N\OC(=O)COc1ccc(Cl)cc1Cl)c1ccccn1 | 0.1% | -5% | 15% | 5% | 2%
COc1ccc(S(=O)(=O)N(C)CC(=O)O)c2ccccc12 | 0.7% | -6% | -1% | -12% | 1%
C=CCNC(=O)c1onc(CS(=O)(=O)c2cc(C)cc(C)c2)c1C(=O)NCC=C | i | -5% | -3% | 4% | -2% | VEEV TC-83 Vero 10K pilot screen=0.6
COc1cc(CN2CCCC(C(=O)Nc3cccc(-n4cccn4)c3)C2)ccc1F (configuration not stated) | 6.7% | -11% | 24% | -2% | 70%
Cc1ccc(NC(=O)CN(C)C(=O)c2sc3cc(Cl)ccc3c2Cl)cc1 | 4.2% | -2% | -9% | 1% | 4%
O=C(NCCO)c1nc2ccccc2s1 | 0.8% | -4% | -9% | 2% | -4%
Cc1cc(C)c2oc(C(=O)Nc3ccc(S(=O)(=O)N4CCCC(C)C4)cc3)cc(=O)c2c1 (configuration not stated) | 0.0% | -7% | -4% | 2% | 4%
NC(=O)NC(=O)COC(=O)CCCc1c[nH]c2ccccc12 | i | 18% | -1% | -2% | -1%
CCOC(=O)c1[nH]c(C(=O)O)c(CCN(CC)CC)c1C | 1.0% | 1% | 0% | -1% | 7%
O=S(=O)(Nc1nc2ccccc2nc1NCCO)c1cccc(Cl)c1 | 0.8% | -4% | 13% | -6% | -7%
COC(=O)C1=C(CS(=O)(=O)c2ccccc2)NC(=O)NC1c1ccccc1 (configuration not stated) | 0.3% | 1% | -3% | -4% | 3%
CCN(CC)S(=O)(=O)c1cc(NC(=O)C(C)N2CCN(Cc3ccc4c(c3)OCO4)CC2)ccc1C (configuration not stated) | i | -11% | 14% | 5% | -2%
COc1ccc(/C=N/NC(=O)c2cccnc2)cc1 | 0.1% | 37% | -4% | 20% | 5%
(listing goes on)
SMILES | VEEV TC-83 Vero | Salmonella PhoP GFP | tuberculosis growth | H1N1 NS1A inhibition | H37Rv inhibition | others
COc1ccc(C(=S)N2CCOCC2)cc1OC(=O)c1ccc([N+](=O)[O-])cc1[N+](=O)[O-] | i | 8% | 31% | 16% | ?
Cn1cc(C(=O)NP(=O)(N2CCOCC2)N2CCOCC2)c2ccccc21 | 0.8% | -7% | -15% | -5% | -12%
O=C(c1ccc(Cl)cc1)C1CCCN(Cc2ccc(Oc3ncccn3)cc2)C1 (configuration not stated) | i | 20% | 28% | 1% | -3%
C=CCc1cc(C=O)cc(OC)c1OCc1ccc(Cl)cc1 | i | 6% | 47% | -6% | 6%
COc1ccc(C(=O)C23CN4CN(CN(C4)C2)C3)cc1 | i | 0% | 4% | -5% | -7%
O=C(CSc1nccn1-c1ccccc1)c1ccc(Br)cc1 | 5.0% | 10% | 78% | 4% | 6%
COc1ccc(NS(=O)(=O)c2ccc(NC(=O)C(CCSC)NC(N)=O)cc2)cc1 (configuration not stated) | 0.3% | 7% | -14% | -14% | 0%
O=C(CCc1ccccc1)Nc1ccnn1C1CCN(Cc2ncc[nH]2)CC1 | 1.7% | 1% | 3% | 5% | -4%
CCOc1cc([N+](=O)[O-])cc2c1C(=O)Nc1ccccc1O2 | 1.3% | -5% | 39% | 10% | 9%
CCn1c(O)c(C=Nc2ccc(S(N)(=O)=O)cc2)c(=O)[nH]c1=S | 0.7% | -3% | -2% | -6% | 4%
C/C(N)=C(/C#N)C(=O)CSc1nn(-c2ccc(Cl)cc2)c(=S)s1 | 7.9% | -12% | 22% | 2% | 1%
Cc1cc(C)nc(SCCCn2c(=O)[nH]c3ccccc32)n1 | i | -2% | 12% | 0% | -31%
CNC[C@H](CC1CCCCC1)NC[C@H](Cc1ccccc1)NCCC12CC3CC(CC(C3)C1)C2 | i | 13µM* | ? | 10% | ? | VEEV TC-83 Vero 10K pilot screen=0.0
Cc1ccc(-c2c(C#N)c(N)nc3c2CCCC3)o1 | 0.3% | -4% | 15% | 2% | 0%
O=C(Nc1ccc(CN2CCCCC2)cc1)c1cccc(Br)c1 | 1.3% | -13% | 7% | -4% | 0%
Cc1cc(C)nc(Nc2ccccc2F)n1 | 3.2% | -5% | 8% | -9% | -29%
Cc1c(NS(=O)(=O)c2ccc3nc(COc4ccccc4Cl)[nH]c3c2)c(=O)n(-c2ccccc2)n1C | 1.9% | 0% | 21% | -5% | -6%
COc1ccc(/C=C/C(=O)OC(C)CN2CCCCC2)cc1 (configuration not stated) | 1.2% | 2% | 6% | -5% | -1%
Nc1nnc(SCC(=O)OCC(=O)Nc2ccc(Br)cc2)s1 | i | -7% | -2% | -5% | -4%
COc1ccc(Cl)cc1NC(=O)c1cnccn1 | 0.2% | -1% | 5% | 3% | 6%
CCc1nc(SCC(=O)NNC(=O)c2ccc(C)cc2)c2ccccc2n1 | i | 7% | -8% | 2% | -6%
COC(=O)c1c(C)cc(O)c(C=O)c1O | 3.3% | -2% | 2% | -7% | 2%
CCOc1ccc(NC(=O)C/C(C)=N/NC(=O)c2cnccn2)cc1 | 0.6% | 1% | 28% | 2% | ?
COc1cc(C(=O)NC(C)c2ccc3ccccc3c2)cc(Cl)c1O (configuration not stated) | i | 8% | 14% | 9% | -3%
Cc1c(Cl)cnc(NC(=O)COC(=O)Cc2coc3ccc4ccccc4c23)c1Cl | 0.2% | -3% | 47% | 0% | -1%
CCCCn1c(N)c(N(CCOC)C(=O)c2ccc(Cl)c(S(=O)(=O)N3CCCCC3)c2)c(=O)[nH]c1=O | 3.6% | -2% | 0% | -11% | 0%
CCOc1ccc(NC(=O)CCS(=O)(=O)c2ccc3c(c2)CCCN3C(C)=O)cc1 | 0.6% | 3% | 8% | 28% | -9%
